Rab7 wt GTP bind – dog Rab7 wildtype GTP binding, inhibitors and activators; GST-Rab7 beads, fluorescent GTP binding, flow cytometry; actives lie on both sides; untreated = 100%, excess cold GTP = 0%; GTP binding activity (percent of control), % at 10 µM; hit rate 0.055% among 190,000; AID 758;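 active means fluorescent GTP binding to Rab7 beads changed by at least 20 points from the 100% baseline, either direction, mostly lower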;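 further: median green fluorescence of bound Bodipy-FL-GTP per Rab7 bead population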
Rac1 act GTP bind – human Rac1 activated mutant GTP binding change. percent activity (GTP binding), % at 10 µM. P63000. hit rate 0.11% among 190,000. GST-Rac1 activated beads, fluorescent GTP binding, flow cytometry; actives lie on both sides; 100% means binding = to untreated wells;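 active means GTP binding at least 20 percentage points away from the 100% baseline, in either direction, so actives lie on both sides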
Bfl-1 Bim block – inhibitors of Bim-Bfl-1 interaction, human. Q16548. Bead-based flow cytometry, Bim-Bfl-1 binding inhibition. inhibition, % at 10 µM. hit rate 0.12% among 190,000. AID 1008;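 further: 0% = wells without compound plus tracer and 100% = blocker peptide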
Rac1 wt GTP bind – alters GTP binding to wildtype human Rac1; GST-Rac1 beads, fluorescent GTP binding, flow cytometry; actives lie on both sides; 0 = cold GTP competed, 100 = untreated; GTP binding activity (% of control), % at 10 µM; hit rate 0.27% among 190,000;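 active means GTP binding activity at least 20 points away from the 100% control level, either lower or higher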
Cdc42 wt – changes GTP binding to wildtype human Cdc42. P60953. GST-Cdc42 beads, Bodipy-GTP binding, flow cytometry; actives lie on both sides. percent activity (GTP binding), % at 10 µM. hit rate 0.2% among 190,000. AID 761;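 active means percent activity GTP binding at least 20 points away from the 100% baseline, either down as inhibitor or up as activator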;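 further: median bead fluorescence of bound Bodipy-FL-GTP at 100 nM; 0% = excess unlabeled GTP control and 100% = no compound control; below 100% means less GTP binding so inhibitor and above means activator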
HRas wt GTP bind – human HRas wildtype GTP binding, change in either direction; AID 759; hit rate 0.14% among 190,000; GTP binding activity, % at 10 µM; GST-Ras wt beads, Bodipy-FL-GTP binding, flow cytometry; actives lie on both sides; P01112;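 active means GTP binding activity at least 20% away from the 100% baseline, either lowered as inhibitor or raised as activator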;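 further: 0% = unlabeled GTP competition control and 100% = no-compound control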
Target sequence (P01112 whole entry, looked up): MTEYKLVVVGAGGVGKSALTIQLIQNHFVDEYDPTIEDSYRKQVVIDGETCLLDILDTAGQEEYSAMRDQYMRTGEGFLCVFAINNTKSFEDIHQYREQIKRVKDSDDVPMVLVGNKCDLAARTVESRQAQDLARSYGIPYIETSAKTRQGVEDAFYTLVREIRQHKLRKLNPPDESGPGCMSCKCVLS
Bim-Bcl-W – human Bim-Bcl-W interaction inhibition; Q92843; inhibition, % at 10 µM; bead-based flow cytometry, Bim peptide-Bcl-W binding; hit rate 0.02% among 190,000;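 further: 0% = bound tracer without compound and 100% = peptide blocker; higher means less fluorescent Bim peptide bound to Bcl-W beads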
Target sequence (Q92843 whole entry, looked up): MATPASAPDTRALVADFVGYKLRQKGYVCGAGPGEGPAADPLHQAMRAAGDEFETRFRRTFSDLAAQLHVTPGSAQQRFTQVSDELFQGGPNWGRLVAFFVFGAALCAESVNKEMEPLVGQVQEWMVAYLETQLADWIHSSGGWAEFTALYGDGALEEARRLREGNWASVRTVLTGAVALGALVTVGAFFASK
Bcl-B Bim block – inhibitors of Bim-Bcl-B interaction, human; Q9HD36; bead-based flow cytometry, Bim peptide-Bcl-B binding; inhibition, % at 10 µM; hit rate 0.073% among 190,000; AID 951;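 further: 0% = tracer peptide without compound and 100% = reference inhibitor peptide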
Bcl-2 Bim block – inhibitors of Bim-Bcl-2 interaction, human; P10415; Bead-based flow cytometry, Bim peptide-Bcl-2 binding; inhibition, % at 10 µM; hit rate 0.06% among 190,000; in the data active means inhibition above about 40%;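 further: 0% = no compound wells with probe peptide and 100% = reference peptide inhibitor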
Target sequence (P10415 whole entry, looked up): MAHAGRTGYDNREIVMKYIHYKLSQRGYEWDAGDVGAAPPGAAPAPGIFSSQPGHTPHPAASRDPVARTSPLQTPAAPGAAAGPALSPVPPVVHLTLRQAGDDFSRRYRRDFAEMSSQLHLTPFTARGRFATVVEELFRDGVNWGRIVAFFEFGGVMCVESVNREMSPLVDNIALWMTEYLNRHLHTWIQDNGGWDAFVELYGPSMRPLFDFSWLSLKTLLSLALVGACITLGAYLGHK
Rab2 wt GTP – changes GTP binding to wildtype dog Rab2A, up or down | AID 760 | P61105 | GST-Rab2 wt beads, Bodipy-GTP binding, flow cytometry | hit rate 0.19% among 190,000 | GTP binding activity, % at 10 µM;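 active means GTP binding activity at least 20 points away from 100%, either lowered or raised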;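 further: 0% = beads with excess unlabeled GTP and 100% = no-compound control corrected for plate trend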
Bim-Bcl-XL – disrupts Bim peptide binding to human Bcl-XL. bead flow cytometry, fluorescence. AID 1007. Q07817. hit rate 0.04% among 190,000. inhibition, % at 10 µM
Target sequence (Q07817 whole entry, looked up): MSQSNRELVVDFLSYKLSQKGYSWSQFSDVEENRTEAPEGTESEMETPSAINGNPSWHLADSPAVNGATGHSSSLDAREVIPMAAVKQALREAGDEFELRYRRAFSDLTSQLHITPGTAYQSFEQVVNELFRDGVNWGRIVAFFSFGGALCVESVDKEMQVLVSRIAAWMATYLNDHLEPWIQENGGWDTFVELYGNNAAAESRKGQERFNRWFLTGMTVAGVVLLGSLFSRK
The depositor's hits bear a star. Unless noted, no stated cut-off is given here; in the data, active means inhibition above about 40%.

`COc1ccccc1C(=O)N1CCN(c2cccc(C(F)(F)F)c2)CC1` gave Rab7 wt GTP bind 100, Rac1 act GTP bind 100, Bfl-1 Bim block -14, Rac1 wt GTP bind 103, Cdc42 wt 102, HRas wt GTP bind 101, Bim-Bcl-W 1, Bcl-B Bim block -6, Bcl-2 Bim block -8, Rab2 wt GTP 102 and Bim-Bcl-XL -8.
CC(OCCN1CCCC1)(c1ccc(F)cc1)c1ccc(F)cc1 was read as Rab7 wt GTP bind 104, Rac1 act GTP bind 100, Bfl-1 Bim block 2, Rac1 wt GTP bind 106, Cdc42 wt 101, HRas wt GTP bind 104, Bim-Bcl-W 1, Bcl-B Bim block -2, Bcl-2 Bim block 1, Rab2 wt GTP 102 and Bim-Bcl-XL 0.
`Cc1ccccc1OCC(=O)N1CCCc2ccccc21` gave Rab7 wt GTP bind 99, Rac1 act GTP bind 99, Bfl-1 Bim block 1, Rac1 wt GTP bind 104, Cdc42 wt 102, HRas wt GTP bind 98, Bim-Bcl-W -2, Bcl-B Bim block -3, Bcl-2 Bim block 0, Rab2 wt GTP 96 and Bim-Bcl-XL -4.
Cc1ccc(NC(=S)NNc2ccc([N+](=O)[O-])cc2S(=O)(=O)Nc2ccccc2C(=O)O)cc1C was read as Rab7 wt GTP bind 95, Rac1 act GTP bind 89, Bfl-1 Bim block 0, Rac1 wt GTP bind 94, Cdc42 wt 92, HRas wt GTP bind 93, Bim-Bcl-W -5, Bcl-B Bim block -5, Bcl-2 Bim block 0, Rab2 wt GTP 90 and Bim-Bcl-XL -5.
`COc1ccccc1Nc1nc(N)nc(CSC(=S)N2CCN(c3ccccc3)CC2)n1` gave Rab7 wt GTP bind 109, Rac1 act GTP bind 95, Bfl-1 Bim block -5, Rac1 wt GTP bind 98, Cdc42 wt 95, HRas wt GTP bind 101, Bim-Bcl-W -1, Bcl-B Bim block -8, Bcl-2 Bim block -3, Rab2 wt GTP 99 and Bim-Bcl-XL -2.
Screening O=C(NCC1(c2ccccc2)CCCC1)C(=O)NCC1(c2ccccc2)CCCC1 returned Rab7 wt GTP bind 100, Rac1 act GTP bind 101, Bfl-1 Bim block 0, Rac1 wt GTP bind 105, Cdc42 wt 103, HRas wt GTP bind 106, Bim-Bcl-W 3, Bcl-B Bim block -6, Bcl-2 Bim block 2, Rab2 wt GTP 105 and Bim-Bcl-XL -1.
`Cc1ccsc1/C=C(\C#N)C(=O)NC1CCS(=O)(=O)C1` (stereo not given) gave Rab7 wt GTP bind 98, Rac1 act GTP bind 95, Bfl-1 Bim block -4, Rac1 wt GTP bind 100, Cdc42 wt 98, HRas wt GTP bind 95, Bim-Bcl-W 4, Bcl-B Bim block 3, Bcl-2 Bim block 0, Rab2 wt GTP 93 and Bim-Bcl-XL 3.
Screening O=C(NNC(=O)C1CC1c1ccccc1)c1ccccc1[N+](=O)[O-] (stereo not given) returned Rab7 wt GTP bind 101, Rac1 act GTP bind 99, Bfl-1 Bim block -2, Rac1 wt GTP bind 103, Cdc42 wt 99, HRas wt GTP bind 100, Bim-Bcl-W -6, Bcl-B Bim block -7, Bcl-2 Bim block 0, Rab2 wt GTP 98 and Bim-Bcl-XL -5.
Screening CC(=Nc1ccccc1)Nc1ccccc1 returned Rab7 wt GTP bind 99, Rac1 act GTP bind 99, Bfl-1 Bim block -3, Rac1 wt GTP bind 102, Cdc42 wt 96, HRas wt GTP bind 99, Bim-Bcl-W -4, Bcl-B Bim block -3, Bcl-2 Bim block -6, Rab2 wt GTP 100 and Bim-Bcl-XL -4.
For Cc1cc(NC(=O)CSc2nc3sc4c(c3c(=O)n2C)CCCC4)no1 the results were Rab7 wt GTP bind 92, Rac1 act GTP bind 94, Bfl-1 Bim block -7, Rac1 wt GTP bind 93, Cdc42 wt 97, HRas wt GTP bind 95, Bim-Bcl-W 0, Bcl-B Bim block -7, Bcl-2 Bim block -10, Rab2 wt GTP 95 and Bim-Bcl-XL -1.
For O=C(NC1=NCCS1)c1ccccc1OCc1ccc(F)cc1 the results were Rab7 wt GTP bind 104, Rac1 act GTP bind 96, Bfl-1 Bim block -3, Rac1 wt GTP bind 101, Cdc42 wt 98, HRas wt GTP bind 99, Bim-Bcl-W -4, Bcl-B Bim block 0, Bcl-2 Bim block -2, Rab2 wt GTP 98 and Bim-Bcl-XL 0.
Screening O=C(NCCN1C(=O)CSC1=O)c1ccccc1 returned Rab7 wt GTP bind 100, Rac1 act GTP bind 100, Bfl-1 Bim block -2, Rac1 wt GTP bind 103, Cdc42 wt 104, HRas wt GTP bind 104, Bim-Bcl-W -2, Bcl-B Bim block 0, Bcl-2 Bim block -3, Rab2 wt GTP 104 and Bim-Bcl-XL 3.
COC(=O)[C@H](Cc1ccccc1)NC(=O)N1CC(C)OC(C)C1 (stereo not given in full) was read as Rab7 wt GTP bind 94, Rac1 act GTP bind 97, Bfl-1 Bim block -2, Rac1 wt GTP bind 93, Cdc42 wt 91, HRas wt GTP bind 93, Bim-Bcl-W -1, Bcl-B Bim block 2, Bcl-2 Bim block 1, Rab2 wt GTP 93 and Bim-Bcl-XL 0.
Screening CC(C)OCCCNC(=O)C(=O)NCCCOC(C)C returned Rab7 wt GTP bind 101, Rac1 act GTP bind 100, Bfl-1 Bim block -16, Rac1 wt GTP bind 105, Cdc42 wt 100, HRas wt GTP bind 100, Bim-Bcl-W -11, Bcl-B Bim block -9, Bcl-2 Bim block -16, Rab2 wt GTP 99 and Bim-Bcl-XL -11.
For Cc1cc2ccccc2c(=O)n1CC(=O)Nc1ccc2c(c1)OCO2 the results were Rab7 wt GTP bind 102, Rac1 act GTP bind 96, Bfl-1 Bim block -8, Rac1 wt GTP bind 102, Cdc42 wt 96, HRas wt GTP bind 99, Bim-Bcl-W -3, Bcl-B Bim block -10, Bcl-2 Bim block -8, Rab2 wt GTP 97 and Bim-Bcl-XL -10.
For COc1cccc(OCc2nc(-c3ccc(Br)o3)no2)c1 the results were Rab7 wt GTP bind 105, Rac1 act GTP bind 94, Bfl-1 Bim block 0, Rac1 wt GTP bind 103, Cdc42 wt 99, HRas wt GTP bind 97, Bim-Bcl-W 0, Bcl-B Bim block 0, Bcl-2 Bim block -2, Rab2 wt GTP 98 and Bim-Bcl-XL -3.
Cn1c(Cl)c(C(=O)Nc2ccccc2)c2ccccc21 was read as Rab7 wt GTP bind 100, Rac1 act GTP bind 96, Bfl-1 Bim block -4, Rac1 wt GTP bind 100, Cdc42 wt 101, HRas wt GTP bind 98, Bim-Bcl-W 0, Bcl-B Bim block 2, Bcl-2 Bim block 0, Rab2 wt GTP 98 and Bim-Bcl-XL 0.
O=C(COc1ccccc1)NCc1cccs1 was read as Rab7 wt GTP bind 101, Rac1 act GTP bind 101, Bfl-1 Bim block -1, Rac1 wt GTP bind 102, Cdc42 wt 102, HRas wt GTP bind 103, Bim-Bcl-W 0, Bcl-B Bim block -1, Bcl-2 Bim block -2, Rab2 wt GTP 104 and Bim-Bcl-XL -1.
CCOC(=O)C1(CCSC)NC(c2ccco2)C2C(=O)N(C)C(=O)C21 (stereo not given) was read as Rab7 wt GTP bind 95, Rac1 act GTP bind 97, Bfl-1 Bim block -3, Rac1 wt GTP bind 97, Cdc42 wt 101, HRas wt GTP bind 97, Bim-Bcl-W -1, Bcl-B Bim block 0, Bcl-2 Bim block 0, Rab2 wt GTP 94 and Bim-Bcl-XL -1.
`CC(C)CN(CC(C)C)C(=O)Nc1ccccc1F` gave Rab7 wt GTP bind 98, Rac1 act GTP bind 98, Bfl-1 Bim block -6, Rac1 wt GTP bind 100, Cdc42 wt 93, HRas wt GTP bind 93, Bim-Bcl-W -2, Bcl-B Bim block -1, Bcl-2 Bim block -3, Rab2 wt GTP 96 and Bim-Bcl-XL -1.
`Cc1cc(C)n(-c2nnc(C)n2NS(=O)(=O)c2ccc(F)cc2)n1` gave Rab7 wt GTP bind 100, Rac1 act GTP bind 99, Bfl-1 Bim block -9, Rac1 wt GTP bind 102, Cdc42 wt 101, HRas wt GTP bind 100, Bim-Bcl-W -2, Bcl-B Bim block -9, Bcl-2 Bim block -9, Rab2 wt GTP 102 and Bim-Bcl-XL -8.
CN(C)S(=O)(=O)c1ccc(NC(=S)NC(=O)c2ccc(Br)o2)cc1 was read as Rab7 wt GTP bind 103, Rac1 act GTP bind 96, Bfl-1 Bim block -5, Rac1 wt GTP bind 103, Cdc42 wt 97, HRas wt GTP bind 98, Bim-Bcl-W -2, Bcl-B Bim block -5, Bcl-2 Bim block -3, Rab2 wt GTP 98 and Bim-Bcl-XL -2.
`C=CCn1c(SCC(=O)NCc2ccc3c(c2)OCO3)nc2scc(-c3ccc(F)cc3)c2c1=O` gave Rab7 wt GTP bind 96, Rac1 act GTP bind 94, Bfl-1 Bim block 0, Rac1 wt GTP bind 93, Cdc42 wt 94, HRas wt GTP bind 95, Bim-Bcl-W 0, Bcl-B Bim block 0, Bcl-2 Bim block -3, Rab2 wt GTP 95 and Bim-Bcl-XL 0.
Screening Cc1ccccc1C(=O)c1cccn1CC(=O)NCc1ccc2c(c1)OCO2 returned Rab7 wt GTP bind 99, Rac1 act GTP bind 98, Bfl-1 Bim block -10, Rac1 wt GTP bind 101, Cdc42 wt 102, HRas wt GTP bind 100, Bim-Bcl-W 1, Bcl-B Bim block -10, Bcl-2 Bim block -4, Rab2 wt GTP 98 and Bim-Bcl-XL -14.
For CC(C)N1CCN(Cc2cnc(N3CCCC3)s2)CC1CCO (stereo not given) the results were Rab7 wt GTP bind 98, Rac1 act GTP bind 96, Bfl-1 Bim block -5, Rac1 wt GTP bind 97, Cdc42 wt 96, HRas wt GTP bind 95, Bim-Bcl-W -3, Bcl-B Bim block -4, Bcl-2 Bim block -2, Rab2 wt GTP 96 and Bim-Bcl-XL -3.

Retrieved by structure from above:
`C=CCn1c(SCC(=O)NCc2ccc3c(c2)OCO3)nc2scc(-c3ccc(F)cc3)c2c1=O` gave Rab7 wt GTP bind 96, Rac1 act GTP bind 94, Bfl-1 Bim block 0, Rac1 wt GTP bind 93, Cdc42 wt 94, HRas wt GTP bind 95, Bim-Bcl-W 0, Bcl-B Bim block 0, Bcl-2 Bim block -3, Rab2 wt GTP 95 and Bim-Bcl-XL 0.
Cn1c(Cl)c(C(=O)Nc2ccccc2)c2ccccc21 was read as Rab7 wt GTP bind 100, Rac1 act GTP bind 96, Bfl-1 Bim block -4, Rac1 wt GTP bind 100, Cdc42 wt 101, HRas wt GTP bind 98, Bim-Bcl-W 0, Bcl-B Bim block 2, Bcl-2 Bim block 0, Rab2 wt GTP 98 and Bim-Bcl-XL 0.
For Cc1cc2ccccc2c(=O)n1CC(=O)Nc1ccc2c(c1)OCO2 the results were Rab7 wt GTP bind 102, Rac1 act GTP bind 96, Bfl-1 Bim block -8, Rac1 wt GTP bind 102, Cdc42 wt 96, HRas wt GTP bind 99, Bim-Bcl-W -3, Bcl-B Bim block -10, Bcl-2 Bim block -8, Rab2 wt GTP 97 and Bim-Bcl-XL -10.

Compound activity deposited in PubChem BioAssay by NMMLSC.
